Assay outcomes (PubChem BioAssay)
Pf growth 48h = inhibits P. falciparum growth in the first generation, 48 h | P. falciparum luciferase growth in erythrocytes, 48 h | Potency, µM (doses to about 28.7 µM), inactives show at the top dose activity change, negative = inhibition, actives largely listed as inhibitors | 310,000 tested, 5.9% active; also: potency is read from the fitted curve at half-maximal effect; % is scaled to controls: 0 for no effect and ±100 for the full control effect
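In quantitative HTS format, infected erythrocytes bearing luciferase-reporter parasites were treated for a single generation at 37 C. Luminescence after adding detection reagent served as the growth measure.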
AmpC inh no detg = blocks E. coli AmpC beta-lactamase in detergent-free assay; P00811; AmpC nitrocefin hydrolysis, absorbance 480 nm, 0.0001% Triton; Potency, µM (series often up to 57.1 µM), for the others: at the top dose activity change, negative = inhibition, actives largely listed as inhibitors; 330,000 tested, 0.52% active; AID 485341;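 also: potency is read from the fitted curve at half-maximal effect; plate controls were no compound for no effect and no enzyme for full effect; nearly all actives have a fitted effect of over 20% in size; some results filed as inactive show a strong effect at the top dose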
Target sequence (P00811 whole entry, looked up): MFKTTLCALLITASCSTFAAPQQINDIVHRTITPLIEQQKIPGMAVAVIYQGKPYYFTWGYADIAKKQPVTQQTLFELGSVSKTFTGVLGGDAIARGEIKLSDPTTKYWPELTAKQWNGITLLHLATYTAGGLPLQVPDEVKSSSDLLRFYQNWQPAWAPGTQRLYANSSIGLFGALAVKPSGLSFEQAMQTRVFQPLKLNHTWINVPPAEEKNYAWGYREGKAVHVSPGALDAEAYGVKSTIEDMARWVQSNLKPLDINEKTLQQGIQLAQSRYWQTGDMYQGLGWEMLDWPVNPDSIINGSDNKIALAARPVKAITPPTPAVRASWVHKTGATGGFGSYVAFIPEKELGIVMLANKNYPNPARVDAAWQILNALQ
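20 mM phosphate pH 7.0 + 0.01% (detergent screen) or 0.0001% Triton X-100; 5.3 nM AmpC reagent; cpd preinc 15 min RT; nitrocefin (800 uM stock) to start; A480 q20 s × 4 min; Activity was normalised to no-enzyme and no-compound control wells.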
Shiga toxin inh = blocks Shiga toxin action in Vero cells. Vero cells, Shiga toxin protein synthesis inhibition reporter. inhibition, % at 38.7 µM. 290,000 tested, 9.2% active; in the data active = inhibition mostly above about 28%, no sharp cut-off; inactive = mostly below about 43%; also: 0% is about no effect
LmPK inhibitor = LmPK (Leishmania mexicana) enzyme inhibition; purified LmPK, Kinase-Glo ATP luminescence, 1 h; Q27686; Potency, µM (highest dose often 57.5 µM), inactives show top-dose activity change, negative = inhibition, usual class: inhibitors; 290,000 tested, 0.37% active; also: potency is read from the fitted curve at half-maximal effect; % is scaled to controls: 0 for no effect and ±100 for the full control effect
Target sequence (Q27686 whole entry, looked up): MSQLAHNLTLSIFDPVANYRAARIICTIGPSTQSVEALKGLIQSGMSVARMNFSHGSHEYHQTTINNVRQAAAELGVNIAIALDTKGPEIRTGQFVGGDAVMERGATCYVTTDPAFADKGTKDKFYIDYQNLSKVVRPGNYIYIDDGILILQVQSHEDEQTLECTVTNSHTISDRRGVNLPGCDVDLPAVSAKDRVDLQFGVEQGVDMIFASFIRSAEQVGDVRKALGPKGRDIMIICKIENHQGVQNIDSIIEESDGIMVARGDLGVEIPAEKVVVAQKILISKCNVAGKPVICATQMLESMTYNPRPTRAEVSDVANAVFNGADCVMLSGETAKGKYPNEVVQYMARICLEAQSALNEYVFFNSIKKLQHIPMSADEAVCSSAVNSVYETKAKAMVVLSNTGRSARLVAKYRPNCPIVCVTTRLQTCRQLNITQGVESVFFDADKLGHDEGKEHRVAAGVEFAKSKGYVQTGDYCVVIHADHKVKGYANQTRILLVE
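0.1 nM LmPK, 0.5 mM PEP, 0.1 mM ADP; 50 mM imidazole pH 7.2, 7 mM MgCl2, 50 mM KCl; 1 h RT. Kinase-Glo luminescence readout, normalized to no-enzyme (full inhibition) and uninhibited wells.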
Pf growth 96h = P. falciparum growth inhibition at 96 hour, primary screen for plastid delayed-death inhibitors | P. falciparum luciferase reporter growth, 96 h | Potency, µM (highest dose often 28.7 µM), inactives show at the highest dose activity change, negative = inhibition, usual class: inhibitors | 320,000 tested, 6.9% active; also: potency is read from the fitted curve at half-maximal effect; % is scaled to controls: 0 for no effect and ±100 for the full control effect
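P. falciparum expressing integrated firefly luciferase, in erythrocytes at 2% hematocrit, 0.05% parasitemia, incubated with compounds 96 h at 37 C, 5% CO2. Growth inhibition read as loss of luminescence; two-generation exposure targets delayed-death apicoplast inhibitors.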
Tb PYK inh = blocks Trypanosoma brucei pyruvate kinase; Potency, µM (titrated, usually from 76.8 µM), without a hit: at the highest dose activity, negative = inhibition, most hits filed as inhibitors; Q57TT1; TbPYK enzyme, Kinase-Glo Plus ATP luminescence, 45 min; 410,000 tested, 0.12% active; also: potency is read from the fitted curve at half-maximal effect; % is scaled to controls: 0 for no effect and ±100 for the full control effect; nearly all actives have a fitted effect of over 50% in size
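Assay buffer: 50 mM TEA pH 7.2, 100 mM KCl, 10 mM MgCl2, 0.05% BSA, 0.01% Tween-20. Pyruvate kinase from T. brucei plus substrate met compound, then ADP (130 uM final). Luminescence was read post 45 min RT.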
Cycloheximide cs = counter-screen hit for Shiga toxin inhibitors, cycloheximide | cell reporter, cycloheximide protein synthesis inhibition counterscreen | max response, % | 300,000 tested, 12% active; in the data active = max response mostly above about 13%, no sharp cut-off; inactive = mostly below about 14%; also: read at 38.3 µM for the half of the compounds with a filed dose; 0% is about no effect
Starred values were filed as active, the others as inactive; ? = inconclusive; nt = not tested or not shown; [ ] = remark or other dose. Unless noted, calls follow the shape of the dose curve; as a rule, active = well fitted curve in the direction sought with a large enough effect; inconclusive = small, poorly fitted or top-dose-only effect, or another doubt; inactive = no such curve, though single readings can be large; an effect the other way counts as inactive or inconclusive.

SMILES	Pf growth 48h	AmpC inh no detg	Shiga toxin inh	LmPK inhibitor	Pf growth 96h	Tb PYK inh	Cycloheximide cs
Cc1ccc(N(C(=O)c2ccco2)C(C(=O)NC2CCCC2)c2cccnc2)cc1C (stereo not given)	?	23%	15	-1%	3%	-4%	-2
CN=C(c1ccco1)n1c(=S)nc(-c2ccco2)n(C)c1=S	9%	-27%	-5	2%	30%	-9%	6
Cc1cc(/C=C(\C#N)C(=O)Nc2ccc(F)cc2)c(C)n1-c1ccc(N2CCOCC2)c([N+](=O)[O-])c1	7.4µM*	-19%	-2	4%	nt	-4%	-2
CCS(=O)(=O)c1ccc2c(c1)NC(=O)C(CCCl)O2 (stereo not given)	6%	-11%	-3	2%	7%	3%	10
O=C(/C=C/c1cc([N+](=O)[O-])ccc1OC(F)F)NCc1ccc(F)cc1	nt	-27%	2	4%	27%	3%	-2
CCOc1ccccc1/C=N/Nc1ccccc1[N+](=O)[O-]	48%[activator]	-10%	-18	-8%	152%[activator]	-3%	-2
CN(CC(=O)NC(=O)NCc1ccco1)CC(=O)Nc1ccccc1Cl	15%	-7%	-8	5%	2%	-1%	-1
Cc1cc(O)c(C(C)C)cc1NS(=O)(=O)c1ccccc1	15%	-47%	-4	-1%	4%	-3%	-2
COc1ccc(C2CC(C)=C(C#N)S(=O)(=O)C2C#N)cc1 (stereo not given)	17%	-44%	18	0%	33%[activator]	0%	-2
CC(C)CC(NC(=O)C1CCCCC1)C(=O)NC(C)c1ccccc1 (stereo not given)	-22%	2%	-3	-1%	30%	2%	8
O=C(CSc1ccc(F)cc1)NNC(=O)c1ccccc1Br	-35%	-11%	9	-2%	?	-2%	3
CN=C1S/C(=C\c2ccc(N3CCCC3)c(F)c2)C(=O)N1C	44%[activator]	1%	43	-5%	-26%[5.75 µM]	4%	2
Cc1cc2nc(-c3ccc(SCc4ccc(C(=O)O)cc4)nc3)[nH]c2cc1C	?	-26%	45*	1%	2%	-15%	37*
Cc1ccc(COc2ccc(/C=N/NC(=O)c3ccc(CN4CCOCC4)cc3)cc2)cc1	1%	-13%	1	-1%	?	5%	10
O=C(O)c1ccc2c(c1)C(=O)N([C@H](Cc1ccc(F)cc1)C(=O)O)C2=O	?	-18%	15	nt	19%	nt	5
Cn1cnnc1SCc1nc(N)nc(Nc2ccccc2)n1	129%[activator]	-26%	28	-2%	53%[activator]	1%	3
CCN1CCN(S(=O)(=O)c2cc3c(cc2Cl)NC(=O)CO3)CC1	13%	-24%	-10	-1%	-22%	1%	-2
CCOC(=O)c1ccccc1NC(=O)CSc1nnc(COc2ccccc2)n1CC	?	44%	-9	0%	1%	nt	-3
c1ccc(C2CC(c3cccs3)n3nnnc3N2)cc1 (stereo not given)	?	-14%	-12	5%	7%	1%	-3
COc1ccccc1OCC(=O)Nc1ccc(NC(=O)COc2ccccc2OC)cc1	?	-10%	-8	-4%	-24%	-12%	6
COc1ccc(CCNc2ncnc3c2c(C)c(C)n3CCCN(C)C)cc1OC	-2%	45%	-1	0%	-9%	0%	-2
Cc1cc(NC(=O)CC2CCCC2)n(-c2nc3ccccc3[nH]2)n1	?	-22%	-12	8%	5.9µM*	3%	3
O=C1C=C(Nc2ccc(F)cc2)c2ccccc2C1=O	1.9µM*	-22%	nt	nt	1µM*	3%	nt
O=C(N/N=C/c1ccncc1)c1nc2ccccc2c(=O)[nH]1	51%[activator]	-12%	32	2%	57%[activator]	8%	17*
Cc1ccc(NC(=O)c2noc3c2CC(C(C)(C)C)CC3)cc1 (stereo not given)	38%[activator]	-28%	-1	-9%	25%	-6%	1
CCN(CC)C(=O)Cn1cc(C(=O)C(=O)N2CCc3ccccc32)c2ccccc21	-25%	96%[activator]	13	11%[11.5 µM]	-1%	0%	-5
O=C(Nc1ccccc1N1CCCC1)C1CCN(S(=O)(=O)c2cccc(C(F)(F)F)c2)CC1	12µM*	0%	nt	nt	10µM*	-1%	nt
CCOC(=O)c1ccc(N2CCN(c3ccccc3F)CC2)c(NC(=O)Nc2ccccc2)c1	13µM*	?	-16	-3%	?	6%	1
COc1ccc(NC(=O)c2c(NC(=O)CNCC(C)C)sc3c2CCC3)c(OC)c1	9.3µM*	-15%	26	3%	-4%	2%	11
NS(=O)(=O)c1ccc(NC(=O)CN2CCCc3ccccc32)cc1	18%	-20%	27	7%	17%	-2%	1

Single records, as listed above.
CCN(CC)C(=O)Cn1cc(C(=O)C(=O)N2CCc3ccccc32)c2ccccc21 in the list: Pf growth 48h = -25%; AmpC inh no detg = 96%[activator]; Shiga toxin inh = 13; LmPK inhibitor = 11%[11.5 µM]; Pf growth 96h = -1%; Tb PYK inh = 0%; Cycloheximide cs = -5
Cc1cc(NC(=O)CC2CCCC2)n(-c2nc3ccccc3[nH]2)n1 in the list: Pf growth 48h = ?; AmpC inh no detg = -22%; Shiga toxin inh = -12; LmPK inhibitor = 8%; Pf growth 96h = 5.9µM*; Tb PYK inh = 3%; Cycloheximide cs = 3

Additional compounds follow:
SMILES	Pf growth 48h	AmpC inh no detg	Shiga toxin inh	LmPK inhibitor	Pf growth 96h	Tb PYK inh	Cycloheximide cs
O=C(NCc1ccccc1)c1ccc(CS(=O)(=O)c2ccccc2)o1	nt	-15%	-12	-1%	10µM*	-3%	-8
Cc1ccc(-n2nc3c(=O)n(CC(=O)NCCc4ccc(Cl)cc4)nc(C)c3c2C)cc1	20%	2%	-6	-11%	0.93µM*	-1%	10
c1ccc(-c2nn3c(C4CCCCC4)nnc3s2)cc1	nt	-13%	-11	11%	?	-10%	-3
CCOC(=O)C1CCCN(Cc2cn[nH]c2-c2ccc(F)cc2F)C1 (stereo not given)	-1%	-18%	-2	0%	27%	-2%	12
O=c1c(F)cn(C2CCCO2)c(=O)n1Cc1ccccc1Cl (stereo not given)	-4%	-13%	-4	3%	133%[activator]	5%	-3
CC(=O)Cc1nsc(NC(=O)c2ccc(COc3cccc(C)c3)o2)n1	16%	-8%	-7	1%	13%	-2%	9
Cc1ccc(-c2nc(CS(=O)CC(=O)NCCN3CCCC3)c(C)o2)cc1 (stereo not given)	nt	27%	-16	8%	28%	3%	-6
CS(=O)(=O)N1CCN(C(=O)Cc2cccs2)CC1	32%[activator]	-14%	-12	0%	12%	1%	-3
COCCNC(=O)/C(C#N)=C/c1cccs1	37%	-9%	31	1%	42%[activator]	1%	14*
NS(=O)(=O)c1ccc(N/N=C/c2ccc(O)cc2O)c([N+](=O)[O-])c1	?	-35%	17	-7%	?	1%	-1
CSc1ncccc1C(=O)NCC(c1cccs1)N1CCOCC1 (stereo not given)	?	18%	nt	nt	13%	4%	nt
Cc1cccc(C)c1NC(=O)C(NC=O)c1ccccc1Cl (stereo not given)	3%	-12%	-27	-1%	-10%	-5%	-4
CCN(CC(=O)N1CCC(C)CC1)S(=O)(=O)c1ccc(C)cc1	1%	36%	2	-1%	45%[activator]	5%	0
O=c1c2ccccc2nnn1Cc1ccc(F)cc1	-4%	-24%	11	-1%	37%[activator]	0%	3
COC(=O)c1cc(COc2ccc3oc(C)c(C(=O)OC)c3c2)c(C)o1	-6%	51%	-4	-1%	19%	-2%	-1
CCc1ccc(-c2nnn(CCC(=O)OC)n2)cc1	43%[activator]	4%	48	-7%	4.7µM*	-1%	19*
Cc1cccc(C)c1NC(=O)CCS(=O)(=O)c1ccc(Br)cc1	-8%	-3%	-5	3%	31%[activator]	3%	-3
COc1ccc2[nH]c(=O)c(CN(Cc3cccs3)Cc3nnnn3C(C)(C)C)cc2c1	?	49%	-4	-4%	99%[activator]	2%	9
CC(C)CC(NS(=O)(=O)c1ccc2c(c1)oc(=O)n2C)C(=O)NC1CCCc2ccccc21 (stereo not given)	nt	-26%	-14	1%	41%[activator]	-5%	-4
O=C(COc1ccc([N+](=O)[O-])cc1)Nc1cccnc1	14%	-2%	15	-2%	-2%	-1%	3
COc1ccc(OCC(O)CNCCNc2nccc(C(F)(F)F)n2)cc1 (stereo not given)	?	43%	-9	7%	?	-9%	-2
N#Cc1c(C(F)(F)F)cc(-c2cccs2)nc1SCc1cccnc1	?	7%	-1	3%	?	-3%	2
CC(C)Cc1nnc(NC(=O)c2ccc3c(c2)NC(=O)C(C)S3)s1 (stereo not given)	5%	-15%	nt	nt	0%	-2%	nt
Cc1cccc(-n2c(O)c(/C=N/Nc3nc4c(c(=O)n(C)c(=O)n4C)n3C)c(=O)[nH]c2=S)c1	14%	-19%	32	-5%	-16%	-37%	-3
CCCCNC(=O)c1onc(CCl)c1C(=O)OC	-3%	3%	9	0%	?	0%	-2
CCCC1(c2ccccc2)NC(=O)N(CC(=O)Nc2ccccc2C(F)(F)F)C1=O (stereo not given)	-13%	2%	-3	5%	-8%	0%	-2
CCCN(CC(=O)Nc1ccc(C(N)=O)cc1)CC(=O)Nc1cc(Cl)ccc1Cl	1%	-22%	17	2%	-11%	-1%	-4
O=C(c1ccco1)N1CCN(C(c2ccccc2Cl)c2nnnn2Cc2cccs2)CC1 (stereo not given)	?	34%	19	2%	58%[activator]	4%	-3
O=C(c1ccc2ccccc2c1)N1CCCC1	-15%	-14%	21	-2%	-31%	-2%	5
CCN(CC)CC(=O)Nc1nn(-c2ccccc2)nc1C(N)=O	-6%	-20%	29	4%	-2%	-14%	-1
Cc1ccccc1N=Nc1c(C)[nH]n(-c2ccccc2)c1=O	-1%	-9%	8	11%	38%[activator]	7%	-4
COc1cc(CC(=O)Nc2nc(-c3ccccc3)c(C(C)=O)s2)cc(OC)c1OC	?	24%	-9	-5%	?	4%	-5
Cc1ccc(S(=O)(=O)CCN2CCN(c3ccccc3)CC2)cc1	26%	1%	-10	1%	-1%	-2%	-2
COc1cc(COC(=O)Oc2ccc(CNC(C)=O)cc2OC)c([N+](=O)[O-])cc1OC	47%[activator]	184%[activator]	nt	nt	-2%	-6%	nt
Cc1nn(-c2ccccc2)c2sc(C(=O)OCC(=O)N3CCCCC3)cc12	4%	-7%	9	1%	?	-4%	1
CN(Cc1ccccc1)c1ccc(C(CC(N)=O)NC(=O)Cc2cccc3ccccc23)cc1[N+](=O)[O-] (stereo not given)	?	-9%	2	-3%	25%	-10%	2
O=C1C(=O)N(CCN2CCOCC2)C(c2cccc(Cl)c2)/C1=C(\O)c1ccc2c(c1)OCCO2 (stereo not given)	-5%	-4%	7	7%	1%	1%	-4
COc1ccc(Cl)cc1NC(=O)CN(C)C(=O)CCC(=O)c1cc(C)sc1C	20%	113%[activator]	nt	nt	?	4%	nt
COC(=O)Cc1c(C)[nH]n(-c2cc(Cl)cc(Cl)c2)c1=O	0%	-16%	-12	8%	44%[activator]	-8%	10
Cc1ccc(CNS(=O)(=O)NCc2ccc(Cl)cc2)cc1	13%	-8%	-8	-1%	0%[1.15 µM]	2%	-5
Cn1c(CNC(=O)c2ccco2)nnc1SCC(=O)c1ccccc1	-12%	2%	-14	3%	?	-8%	1
